Compound activity deposited in PubChem BioAssay by Sanford-Burnham Center for Chemical Genomics.
Rat MKP-3 inhibitors: MKP-3 phosphatase inhibitors, primary screen, biochemical, rat enzyme, in vitro (AID 425) | actives 0.17% (n = 110,000) | inhibition, % at 20 µM, or IC50 in µM where a hit was titrated | recombinant MKP-3 phosphatase activity, fluorescence; higher % means a stronger effect; in the data active = inhibition above about 50%;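 also: plate controls were vehicle for no effect and reference inhibitor for full effect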
Hsp70 displacement: small molecules displacing fluorescent ligand from Hsp70 – biochemical, fluorescence polarization, primary screen (AID 583); Hsp70 fluorescence polarization probe displacement, mP; higher % means a stronger effect; displacement, % at 20 µM, or IC50 in µM where a hit was titrated; actives 0.06% (n = 140,000); in the data active = displacement above about 50%;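 also: plate controls were vehicle for no effect and reference ligand for full effect; a part of the inactive calls stands beside numbers as strong as those of hits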
The depositor's hits bear a star; . = no result given; & = joins results of further samples.

Rat MKP-3 inhibitors	Hsp70 displacement	Structure
-5.3%	6.4%	COc1ccc2c(c1OC)C(=O)OC2c1cc([N+](=O)[O-])ccc1O (centres undefined)
5.5%	0.1%	Cc1nc(C)c(C(=O)Nc2ccccc2-c2ccccc2)o1
1.4%	-1.1%	CCOc1ccccc1NC(=O)CCN1CCN(S(=O)(=O)c2ccc(OC)cc2)CC1
2.8%	0.9%	COc1ccc(-c2cc(C(=O)Nc3c(Cl)cccc3Cl)c3ccccc3n2)cc1
2.8%	1.9%	COC(=O)c1ccc(NC(=O)c2ccc(I)cc2)cc1
-4.4%	0.4%	CCOC(=O)Cn1nnnc1C(CC)N(Cc1cc2ccc(C)cc2[nH]c1=O)C1CCCC1 (centres undefined)
.	-1.1%	COC(=O)C(Cc1cnc(Cl)s1)(C(=O)OC)c1ccc(C(F)(F)F)cc1[N+](=O)[O-]
3.9%	-0.5%	CC(C)Cc1nc(S(=O)(=O)c2ccc(Cl)cc2)c(N2CCOCC2)o1
-7.9%	0.3%	COc1ccc(C2N(c3ccccn3)C(=O)C3CCCN32)c(OC)c1 (centres undefined)
-2.3%	1.7%	CC(C)OCCCNc1ncnc2c1[nH]c1ccc(F)cc12
.	-1.3%	CN(C)S(=O)(=O)n1ccnc1
2.7%	-0.6%	NC(=O)c1c(NC(=O)CCC(=O)O)sc2c1CCCC2

Next section, starting with the last 2 of the part before.
Rat MKP-3 inhibitors	Hsp70 displacement	Structure
.	-1.3%	CN(C)S(=O)(=O)n1ccnc1
2.7%	-0.6%	NC(=O)c1c(NC(=O)CCC(=O)O)sc2c1CCCC2
-3.4%	4.1%	O=C(NN1C(=O)C2C3C=CC(C4CC34)C2C1=O)c1ccc(Cl)cc1Cl (centres undefined)
1.7%	-1.3%&3.6%	N#Cc1cc2c(nc1SCc1ccc(Cl)cc1)CCCC2
.	6.7%	Cc1csc(NC(=O)C2COc3ccccc3O2)n1 (centres undefined)
2.1%	1.8%	CCn1cc(S(=O)(=O)CC(=O)Nc2cc(C)on2)c2ccccc21
3.2%	2.0%	O=c1cc(-c2ccccc2)nc(N2CCOCC2)[nH]1
-8.1%&-0.5%	-4.1%&1.6%	Cc1ccc(NC(=O)CSC(N)=O)cc1Cl
.	0.4%	c1cc2c(cc1CN1CCOCC1)OCO2
0.7%	-0.7%	CN1CCN(Cc2nc3c(c(=O)[nH]c(=O)n3C)n2CCc2ccccc2)CC1
6.2%	1.6%	O=C(CSc1ccccc1)NCCCN1CCOCC1
1.7%	-3.0%	COCCn1c(=O)[nH]c2cc(C(=O)NCc3cccnc3)ccc2c1=O
4.7%	1.4%	Clc1ccc(/C=N/Nc2nnc3c(n2)[nH]c2ccc(Br)cc23)c(Cl)c1
-7.2%	0.5%	Cc1ccccc1Nc1nc(N)nc(COC(=O)CCS(=O)(=O)c2ccccc2)n1
-4.4%	0.5%	O=C(NCc1ccco1)C1CCCN(S(=O)(=O)c2cnc[nH]2)C1 (centres undefined)
-3.1%	0.7%	O=C(Nc1ccccc1)c1cccc(-c2nnc(-c3ccccc3)o2)c1
-5.2%	7.6%	O=C1c2ccccc2C(=O)C1c1ccncc1
-3.1%	5.8%	CCCC(=O)NC(c1cccc([N+](=O)[O-])c1)c1ccc2cccnc2c1O (centres undefined)
-13.3%	0.2%	CCCn1c(=O)[nH]c(=O)c2c1nc(-c1ccc3c(c1)OCCO3)n2CCN1CCOCC1
.	-4.3%	CCn1nnnc1SCC(=O)c1cccc(OC)c1
-19.2%	-2.4%	Cc1cc(C(=O)N2CCc3ccccc32)c2ccccc2n1
-0.2%	7.0%	COc1ccc(N(C(=O)c2ccccc2OC)C2C=CS(=O)(=O)C2)c(OC)c1 (centres undefined)
-6.2%	-3.6%	O=C(CCSc1nnc2ccccn12)Nc1ccc(F)cc1
3.7%	-1.9%	Oc1ccc(Nc2nc(NCC3CCCO3)c3ccccc3n2)cc1 (centres undefined)
0.7%	3.2%	Cc1cc2c(cc1C)CN(c1ccc(C=Nc3ccc(Br)cc3)cc1)C2
2.5%	3.7%	CC(=O)Nc1ccccc1NC(=O)COc1ccc(Br)cc1
0.8%	-3.7%	O=C(c1cc2nc(-c3cccs3)cc(C(F)(F)F)n2n1)N1CCOCC1
-4.9%	5.1%	Cn1c(=O)n(C)c2cc(CN3C(=O)OC(C)(C)C3(C)O)ccc21 (centres undefined)
-15.7%	-6.1%	COc1cccc(OCCCCSc2ncccn2)c1
-8.7%	-1.3%	CC(C)(O)C#Cc1ccc(C(=O)N2CCC(C(N)=O)(N3CCCCC3)CC2)cc1
-4.4%	-5.8%	COc1ccc(C2C(C(C)=O)=C(C)N=c3s/c(=C\c4ccco4)c(=O)n32)c(OC)c1 (centres undefined)
-0.3%	-3.7%	COC(=O)C1=C(C)NC(=O)CC1c1ccccc1C(F)(F)F (centres undefined)
-2.3%	.	O=C(CCNS(=O)(=O)c1cccc2nsnc12)N1CCN(c2ccccn2)CC1
3.2%	-3.9%	CC1=NN(c2ccc(S(N)(=O)=O)cc2)C(=O)/C1=C\c1ccc(N(C)C)cc1
6.1%	-6.4%	CC(C)N1CCc2c(sc3nc(SCc4ccc(Cl)cc4)n(-c4ccccc4)c(=O)c23)C1
-1.5%	-6.9%&-6.6%	COC(=O)C(C)N(C(=O)c1cccc(Cl)c1)c1c(C)cccc1C (centres undefined)
-10.9%	3.1%	Fc1ccccc1N1CCN(C(c2ccccn2)c2nnnn2C2CCCCC2)CC1 (centres undefined)
.	6.5%	CCn1cc([N+](=O)[O-])c(C(=O)N2N=C3/C(=C/c4cccs4)CCCC3C2c2cccs2)n1 (centres undefined)
-9.0%	-3.8%	CN(C(=O)c1ccccc1Cl)C1CCCCC1
.	1.3%	Cn1c(NC(=O)c2ccccc2)c(-c2cccs2)c(=O)c2ccccc21
.	11.3%	Cc1cccc(NC2=C(Cl)C(=O)OC2NC(=O)c2ccccc2)c1 (centres undefined)
-0.3%	-5.6%	Cc1cc2c(=O)n(C)c(SCC(=O)c3cc4ccccc4o3)nc2s1
1.6%	0.2%	CCCN1C(=O)c2ccccc2NC1c1ccc(OC)c(COc2ccccc2F)c1 (centres undefined)
-3.8%	1.0%	CN1CCN(c2ccccc2NC(=O)Cc2cn(C)c3ccccc23)CC1
0.7%	-1.3%	O=C(NCCCn1ccnc1)c1noc2c1CCCC2
-7.3%	4.1%	O=C(COC(=O)Cc1cn2ccsc2n1)NCc1ccc2c(c1)OCO2
-2.0%	2.5%	O=C(NCCCN1CCOCC1)C(C(=O)c1ccccc1)n1ccccc1=O (centres undefined)
-7.9%	-2.6%	Cn1cccc1C(=O)NC(=O)CSc1nc2ccccc2s1
3.3%	-3.2%	COc1ccccc1N1CCN(/N=C(/C)c2ccc(Br)cc2)CC1
-0.2%&3.3%	-2.7%&6.5%	Cc1ccc(OCc2nc(-c3ccccn3)no2)c(Br)c1

Reprinted from the part before: two compounds; new compounds follow.
Rat MKP-3 inhibitors	Hsp70 displacement	Structure
3.3%	-3.2%	COc1ccccc1N1CCN(/N=C(/C)c2ccc(Br)cc2)CC1
-0.2%&3.3%	-2.7%&6.5%	Cc1ccc(OCc2nc(-c3ccccn3)no2)c(Br)c1
.	2.8%	CCCCCCCNC1=CC(=O)CC(c2ccco2)C1 (centres undefined)
-3.4%	-2.8%	O=C(NCCCN1CCOCC1)C1CC(=O)N(CCc2ccccc2)C1 (centres undefined)
.	3.1%	CC(C)(C)n1nnnc1C(c1ccc(Cl)cc1)N1CCSCC1 (centres undefined)
1.9%	-6.3%	CCOC(=O)CSc1nc(-c2ccc(OC)cc2)ns1
0.5%	2.8%	Cc1cc(OC(=O)c2ccc(Cl)c([N+](=O)[O-])c2)ccc1C(C)C
-6.9%	-0.6%	COCc1nnc(NC(=O)CCc2ccccc2)s1
-2.3%	5.0%	CC(C)(C)C(=O)Nc1ccc(Cl)cc1C(=O)O
0.2%	-1.9%	O=C(Nc1ccccc1N1CCCCC1)c1cccs1
.	2.5%	CCCCC(c1nnnn1CCOC)N1CCN(Cc2ccccc2)CC1 (centres undefined)
-4.2%	-3.7%	CCOc1ccccc1CN1CCN(Cc2cc(OC)ccc2O)CC1
-10.1%	-3.2%	COc1cccc(C2CC(c3ccccc3)Nc3nc(N)nn32)c1 (centres undefined)
-7.1%	-1.0%	Nc1ccccc1SCc1cn2cccnc2n1

One compound at a time, as listed above. Values in the order: Rat MKP-3 inhibitors, Hsp70 displacement
Entry for Cc1cc(C(=O)N2CCc3ccccc32)c2ccccc2n1 → -19.2%, -2.4%
Entry for CCOC(=O)Cn1nnnc1C(CC)N(Cc1cc2ccc(C)cc2[nH]c1=O)C1CCCC1 (centres undefined) → -4.4%, 0.4%
Entry for CC(=O)Nc1ccccc1NC(=O)COc1ccc(Br)cc1 → 2.5%, 3.7%
Entry for CC1=NN(c2ccc(S(N)(=O)=O)cc2)C(=O)/C1=C\c1ccc(N(C)C)cc1 → 3.2%, -3.9%
Entry for Cc1nc(C)c(C(=O)Nc2ccccc2-c2ccccc2)o1 → 5.5%, 0.1%

(cont.)
Rat MKP-3 inhibitors	Hsp70 displacement	Structure
4.8%	-0.5%	O=C(CN(c1ccc(Br)cc1)S(=O)(=O)c1ccccc1)NC1CC2CCC1C2 (centres undefined)
-6.0%	-8.4%	CN(C)Cc1nc2ccccc2c(=O)n1Cc1nc(C(C)(C)C)cs1
4.1%	5.3%	Cn1c(C(=O)OC(C(=O)NC2CCCC2)c2ccncc2)cc2sccc21 (centres undefined)
0.9%	0.2%	COc1cccc(C(=O)Nc2cccc(-c3cc4ccccc4oc3=O)c2)c1
4.8%	1.7%	CC(=O)Nc1ccccc1C(=O)N1CCC(Cc2ccccc2)CC1
5.3%	4.0%	COc1ccccc1-n1nc(C(=O)Nc2ccc3c(c2)OCO3)c2ccccc2c1=O
8.1%	0.2%	CCS(=O)(=O)N1Cc2ccccc2CC1C(=O)Nc1nc2ccccc2[nH]1 (centres undefined)
.	-8.3%	Cc1ccc(C(=O)N/C(=C\c2cccs2)C(=O)N2CCCCCC2)cc1
1.7%	3.2%	C/C(N)=C(/C#N)C(=O)CSc1ccc2c(c1)OCCO2
-10.1%	-0.2%	O=C(NCc1ccc2c(c1)OCO2)C1CCCN(S(=O)(=O)c2cccnc2)C1 (centres undefined)
.	4.1%	CSc1cccc(NC(=O)c2cnccn2)c1
1.6%	-1.1%	CCCC(=O)N(c1ccc2oc(=O)sc2c1)S(=O)(=O)c1ccccc1
-4.6%	1.1%	COCc1cc(C)nc(Nc2ccccc2C)c1C#N
-9.2%	1.1%	COc1c(C(=O)N2CCCC2)ccc2ccccc12
-8.9%	2.7%	CCOC(=O)C1(O)CSc2nc3sc(C(=O)O)c(C)c3c(=O)n21 (centres undefined)
-3.7%	.	CCc1cc(C(=O)OC)c(NC(=O)c2cc(Br)cs2)s1
-1.0%	-6.2%	O=C1N(Cc2ccc3c(c2)OCO3)c2ccccc2C1(O)c1c[nH]c2ccccc12 (centres undefined)
-2.8%	0.8%	CCCC(=O)Nc1ccc(C)cc1[N+](=O)[O-]
-2.7%	-0.4%	CCCS(=O)(=O)N1CCCC(C(=O)NC(C)c2ccc3c(c2)OCCO3)C1 (centres undefined)
3.4%	-3.8%	CC(O)c1ccc2c(c1)OCCOCCN(C)CCOCCO2 (centres undefined)
10.3%	10.4%	CC(C)OCCCNC(=O)C(=O)Nc1cccc(Cl)c1Cl
3.7%	2.3%	COc1ccc2nc3sc(C(=O)N4CCN(C)CC4)cc3cc2c1
-7.0%	-0.3%	Cc1cc(=O)[nH]c(SCC2COC3(CCCCC3)O2)n1 (centres undefined)
-19.4%	2.1%	Cc1cc(C)nc(N(C#N)Cc2ccc(Br)cc2)n1
3.6%	0.5%	CCCC(CCC(=O)NC1CCCCC1)C(=O)O (centres undefined)
-6.8%	5.4%	CCOC(=O)c1cnc(SCC(=O)Nc2ccccc2N2CCOCC2)nc1N
.	5.2%	CC(NC(=O)c1cccs1)C(c1cccs1)N1CCOCC1 (centres undefined)
-5.0%	9.9%	Cc1c(CN2CCCCC2C)c(=O)n(-c2ccccc2)n1C (centres undefined)
2.6%	.	Cc1ccc(CNC(=O)c2oc3ccc(S(=O)(=O)N4CCC5(CC4)OCCO5)cc3c2C)cc1
-13.5%	-4.8%	CCOC(=O)N1CCC(N(CCCOC)C(=O)Nc2ccc(CC)cc2)CC1
.	5.7%	CC1/C(=N/O)CC(c2ccccc2)N(C)C1c1ccccc1 (centres undefined)
-1.0%	-1.1%	O=c1c2c3c(sc2ncn1/N=C/c1cccs1)CCCC3
-9.4%	0.6%	O=C1C2CCCN2C(c2ccc(Cl)cc2)N1c1nccs1 (centres undefined)
-4.9%	1.4%	COc1ccc(NC(=O)c2ccc(-c3ccccc3)cc2)cc1
0.4%	4.8%	Cc1[nH]n(-c2ccccc2)c(=O)c1C(=O)c1ccccc1F
.	11.8%	CCOc1cc(C(=S)N2CCCCC2)ccc1OCC(=O)NCc1ccccc1
-7.4%	6.1%	CN(CCCC(=O)NCc1ccco1)S(=O)(=O)c1ccccc1
2.4%	-2.3%	C(=NN1CCN(Cc2ccccc2)CC1)c1ccccc1
4.7%	-2.2%	CC(NC(=O)C12CC3CC(CC(C3)C1)C2)C(=O)Nc1ccc(S(=O)(=O)Nc2nccs2)cc1 (centres undefined)
0.2%	-1.9%	O=C(O)CCC(=O)N1N=C(c2ccc(Br)cc2)CC1c1cccc([N+](=O)[O-])c1 (centres undefined)

Part of the list above, in CSV form:
smiles,Rat MKP-3 inhibitors,Hsp70 displacement
CC(NC(=O)C12CC3CC(CC(C3)C1)C2)C(=O)Nc1ccc(S(=O)(=O)Nc2nccs2)cc1 (centres undefined),4.7%,-2.2%
CN(CCCC(=O)NCc1ccco1)S(=O)(=O)c1ccccc1,-7.4%,6.1%
C(=NN1CCN(Cc2ccccc2)CC1)c1ccccc1,2.4%,-2.3%
O=C(O)CCC(=O)N1N=C(c2ccc(Br)cc2)CC1c1cccc([N+](=O)[O-])c1 (centres undefined),0.2%,-1.9%

An excerpt; rates above refer to the full screens.
